GALK inh: inhibitors of human galactokinase | P51570 | Purified GALK, Kinase-Glo residual ATP luminescence | Potency, µM (series often up to 57.5 µM), for inactives: at the top dose activity change, negative = inhibition, usual class: inhibitors | actives 0.007% (n = 270,000) | AID 1868; further: potency means the concentration at half of the fitted maximal effect; on the % scale 0 is the no-effect control and ±100 the full control effect
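Compounds were pin-transferred into ATP buffer (35 uM final), then GALK plus galactose (5 nM, 100 uM final) was added. After 1 h at room temperature, Kinase-Glo Plus was added and luminescence read after 10 min.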
KCNH2 WT inh: blocks the wildtype human KCNH2 potassium channel | actives 0.37% (n = 340,000) | AID 720551 | activity change, % at 1.84 µM | Q12809 | U2OS, BacMam KCNH2, thallium flux FluxOr; hits give low values;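 active means maximum activity change below -70%; inconclusive means maximum activity change between -70% and -50%; inactive means maximum activity change above -50%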; further: on the % scale 0 is the no-effect control and ±100 the full control effect
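U2OS cells transduced with wild-type KCNH2 virus are loaded with FluxOr dye for 45 min, and thallium flux is measured in kinetic reads before and after stimulation buffer. Rate constants are normalized to DMSO controls.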
Eya2 inh: inhibitors of human Eya2 phosphatase activity; recombinant Eya2, OMFP fluorescence dephosphorylation (OMFP is methylfluorescein phosphate); Potency, µM (series often up to 76.9 µM), for the others: top-dose activity, negative = inhibition, most hits filed as inhibitors; O00167; actives 0.006% (n = 330,000); further: potency means the concentration at half of the fitted maximal effect; on the % scale 0 is the no-effect control and ±100 the full control effect
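Eya2 (0.2 uM) preincubated 10 min at ambient with compound, then OMFP substrate added at 50 uM; 10 min reaction in 50 mM HEPES pH 7.5, 50 mM NaCl, 5 uM MgCl2, 0.05% BSA, 1 mM DTT. Fluorescence read at Ex 485/Em 525 nm.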
Chronic BCR inh: inhibitors of chronic active B-cell receptor signaling; Potency, µM (highest dose often 46.1 µM), for inactives: at the top dose ratio change, negative = lower green/red ratio, most hits filed as inhibitors; ABC-DLBCL IkBa-CBG/CBR reporter, luminescence ratio, 4 h; actives 0.05% (n = 340,000); AID 493014; active means well fitted inhibition curve with a large enough effect in the signal ratio, with a control signal flat, not every such curve was filed as active; inconclusive means small, poorly fitted or top-dose-only effect, or effect the other way, or a change in a side signal; the % refers to the signal ratio;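 further: potency means the concentration at half of the fitted maximal effect; plate controls were basal doxycycline-induced cells for no effect and cells given 10 µM MG132 for full effect; MG132 reads +100%, hits lower the ratio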
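Cell line TMD8 (human ABC DLBCL), stably expressing tet-inducible CBG68-IkBa fusion and CBR; IMDM/0.5% FBS; cpd up to 46 uM; dox induction, 4 h, 37C/5% CO2; dual luminescence; green/red ratio; MG132 control.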
TSHR antag: human thyrotropin receptor antagonism; P16473; AID 504810; TSHR-expressing cells, TSH-stimulated cAMP HTRF, 2 h; hits give low values; activity change, negative = inhibition, % at 11.5 µM; actives 0.2% (n = 330,000);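 active means activity change below a set negative limit, meaning inhibition stronger than a set level, cut at about -70% in these data; inconclusive means activity change between two set negative limits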; further: on the % scale 0 is the no-effect control and ±100 the full control effect
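Inhibition of cAMP made by TSHR-expressing cells under TSH stimulation (4nM final, EC80; 2 h, 37 deg C) is quantified with a one-step lysis HTRF kit, anti-cAMP cryptate versus cAMP-d2.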
USP2a inh: USP2a (human) protease inhibition; O75604; USP2 core, Ub-CHOP2 coupled fluorogenic reporter, 485/531; Potency, µM (series often up to 38.3 µM), inactives show top-dose activity change, negative = inhibition, most hits filed as inhibitors; actives 0.01% (n = 330,000);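 further: potency means the concentration at half of the fitted maximal effect; plate controls were DMSO wells for no effect and full inhibition by NEM control for full effect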
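Deubiquitinase activity read as fluorescence (485/531 nm) after Ub-CHOP2 cleavage activates the enterokinase reporter on its substrate; USP2 core 10nM, Ub-CHOP2 and substrate 25nM each, 30min compound preincubation then 60min RT; data normalized to NEM, curves fitted.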
MBNL1 CUG block: MBNL1-poly(CUG) RNA binding inhibition; Q9NR56; TR-FRET MBNL1-His/biotin-(CUG)12 binding, 665/545 ratio; Potency, µM (series often up to 57.5 µM), for the others: at the highest dose activity change, negative = inhibition, actives largely listed as inhibitors; actives 0.036% (n = 280,000); active means well fitted inhibition curve with a large enough effect in the signal ratio, with a control signal flat, not every such curve was filed as active; inconclusive means small, poorly fitted or top-dose-only effect, or effect the other way, or a change in a side signal; inactive means no such curve, though single readings can be large or run the other way; the % refers to the signal ratio; further: potency means the concentration at half of the fitted maximal effect; on the % scale 0 is the no-effect control and ±100 the full control effect
Target sequence (Q9NR56 whole entry, looked up): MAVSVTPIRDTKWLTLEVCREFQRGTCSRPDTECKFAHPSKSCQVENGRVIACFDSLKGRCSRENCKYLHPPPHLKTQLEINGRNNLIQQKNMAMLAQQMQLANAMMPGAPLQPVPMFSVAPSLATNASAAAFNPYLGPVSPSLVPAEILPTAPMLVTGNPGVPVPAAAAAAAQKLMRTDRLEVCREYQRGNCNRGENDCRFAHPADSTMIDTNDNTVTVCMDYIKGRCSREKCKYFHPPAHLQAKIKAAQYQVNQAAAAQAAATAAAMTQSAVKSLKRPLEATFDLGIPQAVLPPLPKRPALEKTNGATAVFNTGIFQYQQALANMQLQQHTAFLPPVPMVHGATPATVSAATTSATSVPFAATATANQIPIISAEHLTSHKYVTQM
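Inhibition of protein-RNA binding appears as loss of TR-FRET between terbium anti-His antibody on MBNL1-His and streptavidin-XL665 on biotin-(CUG)12. Activity is normalized to buffer-only and uninhibited-complex controls.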
PKM2 activator: PKM2 (human) enzyme activation; P14618; purified PKM2, Kinase-Glo ATP luminescence, activation; response scale: 0% is enzyme alone, no compound; Potency, µM (titrated, usually from 57.5 µM), for the others: at the highest dose activation, usual class: activators; actives 0.34% (n = 260,000); further: potency means the concentration at half of the fitted maximal effect; on the % scale 0 is the no-effect control and ±100 the full control effect; nearly all actives have a fitted effect of over 55% in size
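hPK-M2, >95% pure; 0.1 mM ADP / 0.5 mM PEP final; imidazole pH7.2 buffer w/ 7 mM MgCl2, 50 mM KCl; 1 h RT; Kinase-Glo lum. Intermediate enzyme activity for dual inhibitor/activator qHTS.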
ASM inhibitor: blocks human secretory acid sphingomyelinase. placental ASM, HMU-PC fluorogenic substrate, 60 min. AID 504937. Potency, µM (doses to about 57.5 µM), for the others: top-dose activity change, negative = inhibition, most hits filed as inhibitors. actives 0.006% (n = 340,000). P17405; further: potency means the concentration at half of the fitted maximal effect
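HMU-PC0 cleavage (9 uM final) by human placental ASM, 60 min at 37 °C following 10 min compound exposure at RT; stopped at pH 10, fluorescence Ex 386/Em 447 nm.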
Menin MLL FP TR: menin-MLL binding inhibition, Texas Red mutant peptide | O00255 | Menin + Texas Red MLL mutant peptide, fluorescence polarization | Potency, µM (top dose mostly 61.6 µM), for inactives: at the top dose FP activity change, negative = inhibition, most hits filed as inhibitors | actives 0.23% (n = 270,000) | AID 1768; active means well fitted inhibition curve with a large enough effect in the polarisation, with a control signal flat, not every such curve was filed as active; inconclusive means small, poorly fitted or top-dose-only effect, or effect the other way, or a change in a side signal; inactive means no such curve, though single readings can be large or run the other way; the % refers to the polarisation; further: potency means the concentration at half of the fitted maximal effect; % of control where 0% means no effect; many of its hits are not listed in these tables
Target sequence (O00255 whole entry, looked up): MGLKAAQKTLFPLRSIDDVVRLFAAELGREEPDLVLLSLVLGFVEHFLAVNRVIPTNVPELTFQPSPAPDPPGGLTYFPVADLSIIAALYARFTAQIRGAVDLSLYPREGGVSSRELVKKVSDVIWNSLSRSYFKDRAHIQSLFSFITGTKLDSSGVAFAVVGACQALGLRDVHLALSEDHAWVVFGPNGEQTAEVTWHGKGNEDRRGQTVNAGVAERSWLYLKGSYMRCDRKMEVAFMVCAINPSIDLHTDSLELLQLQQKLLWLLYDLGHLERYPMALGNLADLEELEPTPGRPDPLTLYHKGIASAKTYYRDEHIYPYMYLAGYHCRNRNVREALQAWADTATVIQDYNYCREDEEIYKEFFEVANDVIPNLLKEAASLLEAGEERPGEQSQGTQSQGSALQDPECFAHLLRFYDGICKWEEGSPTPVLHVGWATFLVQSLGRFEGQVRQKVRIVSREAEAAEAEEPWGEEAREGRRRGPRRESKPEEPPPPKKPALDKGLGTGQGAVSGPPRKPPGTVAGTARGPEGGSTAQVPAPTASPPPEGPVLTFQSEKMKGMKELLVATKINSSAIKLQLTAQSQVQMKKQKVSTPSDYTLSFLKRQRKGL
Mito fusion yeast: blocks mitochondrial division or promotes mitochondrial fusion. AID 485298. Potency, µM (top dose mostly 46.1 µM), without a hit: top-dose growth rescue (activation), most hits filed as activators. S. cerevisiae fusion-defective mutant growth rescue, CellTiterGlo 48 h. actives 0.23% (n = 320,000);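 further: potency means the concentration at half of the fitted maximal effect; % of control where 0% means no effect; nearly all actives have a fitted effect of over 45% in size; temperature-sensitive fusion mutants such as fzo1-1 at 37 °C on non-fermentable ethanol glycerol medium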
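Temperature-sensitive fusion-defective S. cerevisiae (e.g. fzo1-1, mgm1-5) were grown with compound in YPEG medium (3% ethanol, 3% glycerol) for 48 hours at 37C. Growth rescue was measured as viability by CellTiterGlo luminescence after 10 minutes at ambient.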
An asterisk follows results filed as active; u = inconclusive; x = no result given; & = joins results of further samples; [ ] = remark or other dose. Unless noted, the call rests on the fitted dose curve; in most records, active means well fitted curve in the direction sought with a large enough effect; inconclusive means small, poorly fitted or top-dose-only effect, or another doubt; inactive means no such curve, though single readings can be large; an effect the other way counts as inactive or inconclusive. This is a subset, so the mix of outcomes need not match the whole.

SMILES	GALK inh	KCNH2 WT inh	Eya2 inh	Chronic BCR inh	TSHR antag	USP2a inh	MBNL1 CUG block	PKM2 activator	ASM inhibitor	Menin MLL FP TR	Mito fusion yeast
CCN(C(=O)CCc1nc(-c2ccccc2F)no1)c1cc(OC)ccc1OC	1%	12	-1%	-9%	2	2%	-1%	5%	0%	-12%	-2%
CCN1CCc2c(OCC(=O)Nc3ccccc3)cccc2C1=O	-7%	-5	-3%	-12%	6	0%	-5%	-6%	3%	x	1%
Cn1cc(/C=C2\SC(=O)NC2=S)c2ccccc21	1%	-5	4%	5%	-22	6%	34%[activator]	-14%	-14%	u	1%
CCN(CC)CCNS(=O)(=O)c1ccc(C(=O)NN)cc1	6%	6	-6%	1%	0	0%	-7%	0%	-2%	5%	6%
COc1cc(C(=O)NC2CCN(Cc3ccccc3)CC2)cc(Cl)c1OC(C)C	4%	23	11%	0%	7	-3%	-4%	3%	0%	-8%	-4%
COc1ccccc1NS(=O)(=O)c1cccc(C(=O)NCC(c2ccco2)N2CCCC2)c1 (stereo not drawn)	x	35	-1%	u	18	3%	x	x	-1%	x	0%
O=C(NCc1nnc2c(C(F)(F)F)cc(Cl)cn12)c1ccco1	14%	25	-9%	-6%	7	2%	13%	14µM*	2%	4%	-6%
Cc1ccc(NC(=O)CC2SC(=Nc3ccc(O)cc3)NC2=O)cc1 (stereo not drawn)	2%	1	-4%	-10%	-7	-1%	-3%	13%	-6%	6%	18%
CCN(CC)CCCN1C(=O)C(=O)/C(=C(/O)c2ccc(OC)c(Cl)c2)C1c1ccco1 (stereo not drawn)	-1%	x	10%	1%	38	-2%	u	-8%	x	-5%	-9%
CCc1c(O)nc(SCC(=O)Nc2nc3ccccc3s2)n(C2CCCCC2)c1=O	3%	-27	-21%	u	35	2%	2%	3%	-30%	x	1%
COc1ccc(NC(=O)COC(=O)c2ccccc2SCC(=O)N2CCCC2)cc1	x	-3	22%	8%	-8	-1%	x	x	0%	x	2%
Cc1ccc(S(=O)(=O)Nc2ccccc2C(=O)N2CCCCCC2)cc1	1%	14	1%	0%	8	2%	-1%	3%	1%	-10%	4%
Cc1csc(NC(=O)CCCC(=O)O)c1-c1nc2ccccc2s1	-1%	-4	-6%	-1%	-17	-2%	-5%	5%	2%	x	5%
Cc1cccc(OCc2nnc(SCC(=O)N3CCCC3)o2)c1	-1%	1	0%	-1%	20	2%	-2%	x	4%	2%	14%
COc1cccc(NC(=O)CN(C)C(=O)CCNC(=O)c2ccc(Br)cc2)c1	x	-4	2%	u	-6	0%	x	x	-1%	x	-5%
CCOc1ccccc1C(=O)N[C@H](C(=O)Nc1cc(S(=O)(=O)N(C)C)ccc1OC)C(C)C	-1%	-8	-12%	2%	8	-1%	-2%	1%	0%	2%	-2%
Cc1ccc(S(=O)(=O)Nc2c(O)c3ccccc3oc2=O)cc1C	-1%	-7	3%	u	3	1%	-8%	3%	7%	19%	-4%
CCOC(=O)N1CCN(C(=O)Nc2ccc3nc(C)sc3c2)CC1	-2%	3	10%	1%	-4	0%	2%	-2%	6%	u	0%
CNC(=O)CSCc1c(F)cccc1Cl	-1%	6	1%	u	-5	4%	16%	6%	4%	0%	-4%
CCOC(=O)N1CCN(c2ccc(C(=O)CC)cc2F)CC1	2%	-3	11%	-1%	-15	3%	14%	6%	-1%	-6%	-3%
COCC(C)NC(=S)Nc1ccccc1[N+](=O)[O-] (stereo not drawn)	0%	14	0%	2%	9	1%	16%	-3%	1%	-4%	-6%
CCOC(=O)CNC(=O)CSc1nc(-c2ccccc2)ns1	3%	18	-24%	u	6	1%	5%	-11%	0%	22%	3%
CC(C)NC(=O)CCNS(=O)(=O)c1ccc(Br)cc1	0%	2	-12%	-4%	-3	-1%	-6%	0%	2%	9%	2%
Cc1ccc(NC(=O)COC(=O)CCCC2=NS(=O)(=O)c3ccccc3N2)cc1C	-1%	-1	-18%	0%	2	4%	3%	x	-1%	x	-4%
Cc1c(C(=O)N2CC(C(=O)N3CCCCC3)Oc3ccccc32)oc2ccccc12 (stereo not drawn)	x	-3	8%	-4%	-5	0%	x	x	x	x	8%
Cc1c(O)ccc(C(=O)CN2CCN(Cc3ccccc3)CC2)c1O	9%	21	-2%	u	-1	-3%	-3%	-3%[0.46 µM]	-18%	-5%	-3%
c1ccc(COc2ccc(OCCn3cncn3)cc2)cc1	2%	16	8%	2%	x	5%	-3%	16%	1%	0%	-1%
C=CC[C@H](CC(=O)NCCO)C(=O)N[C@H](COC(=O)[C@@H](CC=C)Cc1ccc(F)cc1)Cc1ccccc1	x	-6	-7%	u	32	-11%	x	x	0%	x	x
Cc1ccc(C(=O)N2N=C(CC(C)C)CC2(O)C(F)(F)F)o1 (stereo not drawn)	-3%	16	-4%	2%	17	1%	4%	-3%	-1%	2%	-3%
Cc1cccc(/N=C/c2c(O)c3ccccc3oc2=O)n1	0%	1	7%	u	1	3%	-4%	-4%	1%	16%	-2%
CC(n1cnnn1)C12CC3CC(CC(C3)C1)C2 (stereo not drawn)	-4%	0	-5%	3%	-27	1%	4%	1%	0%	-10%	1%
CCOC(=O)C1CCCN(S(=O)(=O)NC[C@H]2O[C@@H](n3cnc4c(N)ncnc43)[C@H](O)[C@@H]2O)C1 (stereo partly drawn)	x	-4	-7%	0%	-3	0%	x	x	-2%	x	x
O=C(c1cc(Cl)nc2ccccc12)N1CCN(S(=O)(=O)c2cccc(F)c2)CC1	x	2	-1%	0%	3	1%	x	x	x	x	-7%
N#CC1(NC(=O)COc2cccnc2[N+](=O)[O-])CCCCC1	x	1	3%	-1%	2	3%	x	x	4%	x	-1%
COC(=O)[C@H]1[C@H]2C[C@@H]3c4[nH]c5cc(OC)ccc5c4CCN3C[C@H]2C[C@@H](OC(=O)c2cc(OC)c(OC)c(OC)c2)[C@@H]1OC	x	-10	-8%&-12%	u	-9	0%	u	x	2%	-28%&-2%	u
CC(C)CCN(Cc1ccco1)S(=O)(=O)c1ccc(-c2ccc(=O)[nH]n2)s1	9%	-1	0%	14%	2	0%	15%	x	-10%	0%	u
CCN1CCN(Cc2nnc(-c3ccc(C)cc3)o2)CC1	4%	-8	-5%	-3%	4	-3%	-2%	x	0%	22%	-4%
O=C(NC(=O)c1ccccc1O)c1ccc2c(c1)CCO2	0%	4	-5%	u	-5	3%	-7%	-28%	0%	x	-1%
O=C(Cn1nnc(-c2ccccc2F)n1)Nc1ccc2c(c1)OCO2	0%	-22	-7%[15.4 µM]	-1%	-3	-1%	0%	-22%	-1%	8%	2%
COc1ccc(OCC(=O)NC2CCCc3ccccc32)cc1 (stereo not drawn)	5%	-7	-12%	-17%	-8	1%	0%	x	-5%	-17%	5%
CCOc1ccc(NC(=O)C(C)N2C(=O)c3ccccc3C2=O)cc1 (stereo not drawn)	8%	2	-3%	1%	19	1%	1%	-7%[11.5 µM]	1%	8%	2%
O=C(N/N=C/c1ccc(F)cc1)c1ccncc1	-3%	0	4%	-7%	-1	0%	11%	0%	-4%	4%	-2%
Cc1nnc(SCC(=O)NCc2ccco2)[nH]c1=O	1%	-8	20%	u	17	3%	-17%	-22%	4%	3%	1%
CC1=CC(c2ccc(Cl)cc2)n2nc(NC(=O)c3ccccc3)nc2N1 (stereo not drawn)	-3%	7	-1%	-2%	7	0%	13%	-11%	-1%	0%	0%
COc1ccc(S(=O)(=O)N(C)C[C@H]2Oc3ccc(NC(=O)Cn4cnnn4)cc3C(=O)N([C@H](C)CO)C[C@@H]2C)cc1	x	-4	-3%	-1%	-6	1%	x	x	2%	x	x
CCC1=C([N+](=O)[O-])C(c2ccc3c(c2)OCO3)NC(=O)N1 (stereo not drawn)	2%	-2	-2%	2%	-5	2%	u	9%	-1%	4%	2%
